# hK5 inh = human KLK5 protease inhibitors, primary screen, biochemical, 1536-well; Kallikrein-5 (Homo sapiens), Q9Y337; recombinant hK5, fluorogenic AMC substrate cleavage; inhibition, % at 5 µM; 0.59% of 210,000 active;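 active means inhibition of 40% or more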;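 further: 0% = enzyme controls without compound and 100% = no-enzyme blanks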
# Target sequence (Q9Y337 67-293 limits assumed): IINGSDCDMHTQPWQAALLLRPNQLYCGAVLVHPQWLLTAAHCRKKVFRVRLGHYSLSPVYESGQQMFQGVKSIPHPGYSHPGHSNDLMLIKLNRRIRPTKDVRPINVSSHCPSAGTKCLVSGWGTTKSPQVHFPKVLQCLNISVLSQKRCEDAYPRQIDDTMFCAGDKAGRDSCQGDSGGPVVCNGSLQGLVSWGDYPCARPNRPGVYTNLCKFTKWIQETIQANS
# KCC2 mod = KCC2 cotransporter modulators, thallium flux, primary screen, cell-based, HEK293 KCC2, FluoZin-2 fluorescence, MLSMR; Solute carrier family 12 member 5 (Homo sapiens), Q9H2X9; KCC2 cells, thallium flux FluoZin-2 fluorescence; B-score of Tl+ flux slope (higher = more flux/activation; lower = inhibition) at 10 µM; 2.2% of 190,000 active; AID 1456, 2008;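 active means thallium flux slope and its plate-corrected score both differing from the plate sample mean at a set confidence after two filtering rounds, in either direction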;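 further: slope of fluorescence scaled to starting intensity during 10 to 20 s after thallium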
# Wee1 stabilizer = Wee1 degradation inhibitors, primary screen, cell-based, HeLa, Wee1K328M-luciferase, luminescence. Wee1-like protein kinase (Homo sapiens), P30291. HeLa Luc-Wee1K328M stability; 100% = proteasome inhibitor MG132 effect. reporter increase, % at 5 µM. 1.2% of 220,000 active. AID 1321, 2008;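 active means activation above the mean of all tested compounds plus 3 SD, set per screening run, cut at about 8.8% in these data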;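 further: cells exposed to compound for 20 h before luminescence read; 0% = DMSO alone and 100% = MG132 at 30 µM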
# Thrombin inh = human alpha-thrombin inhibitors, primary screen, counter-screen for coagulation protease inhibitor project, biochemical, 1536-well, fluorogenic AMC substrate. Prothrombin (Homo sapiens), P00734. Boc-VPR-AMC fluorogenic substrate cleavage. inhibition, % at 5 µM. 0.26% of 220,000 active. AID 1046, 2008;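 active means inhibition at or above 40%; inactive means inhibition below 40%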;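 further: 0% = enzyme with no compound and 100% = wells without enzyme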
#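 Material: Human alpha-thrombin protein | Buffer or medium: pH 7.5 Tris-saline with Tween 20 | Reagent: Boc-VPR-AMC substrate, 15 µM final | Schedule: Reaction at ambient temperature | Detection: AMC fluorescence at 355 nm excitation and 460 nm emission | Evaluation: Percent inhibition scaled between no-compound controls and no-enzyme blanks | Controls: no-compound enzyme wells and no-enzyme blanks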
# Furin inhibitor = human furin inhibitors, primary screen, biochemical, fluorescence intensity | P09958 | purified furin, fluorogenic substrate cleavage | inhibition, % at 30 µM | 0.061% of 220,000 active | AID 463115, 2010; in the data active means inhibition above about 25%; further: inactives centre near -15
# Target sequence (P09958 108-714 limits assumed): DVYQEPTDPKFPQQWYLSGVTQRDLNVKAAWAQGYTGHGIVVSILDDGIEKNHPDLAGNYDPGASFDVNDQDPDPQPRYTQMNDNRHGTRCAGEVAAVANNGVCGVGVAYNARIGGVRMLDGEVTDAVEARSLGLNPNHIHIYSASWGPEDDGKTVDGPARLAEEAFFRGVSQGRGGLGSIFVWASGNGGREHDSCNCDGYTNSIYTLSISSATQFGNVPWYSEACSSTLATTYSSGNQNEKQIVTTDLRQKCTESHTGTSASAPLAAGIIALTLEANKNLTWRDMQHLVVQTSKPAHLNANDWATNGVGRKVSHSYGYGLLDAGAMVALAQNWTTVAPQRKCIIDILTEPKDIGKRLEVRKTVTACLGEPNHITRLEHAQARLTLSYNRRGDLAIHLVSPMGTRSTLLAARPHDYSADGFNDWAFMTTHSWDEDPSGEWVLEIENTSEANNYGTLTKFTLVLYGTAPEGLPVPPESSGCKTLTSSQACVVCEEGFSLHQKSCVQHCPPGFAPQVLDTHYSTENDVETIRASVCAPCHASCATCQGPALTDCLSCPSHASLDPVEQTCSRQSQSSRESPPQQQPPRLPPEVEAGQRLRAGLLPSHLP
# PERK inhibitor = block of dimerizer-induced PERK translation repression, primary screen, PERK inhibitor project, CHO PERK-DD cells, SEAP luminescence, HTS. Eukaryotic translation initiation factor 2-alpha kinase 3 (Homo sapiens), Q9NZJ5. CHO PERK-DD fusion, SEAP luminescence translation reporter. inhibition, % at 5.6 µM. 0.17% of 220,000 active. AID 1416, 2008;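 active means inhibition above the mean inhibition of all tested compounds plus 3 SD, set separately per screening campaign, cut at about 2.9% in these data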;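 further: PERK kinase domain activated by AP20187 dimerizer at 100 nM; 0% = DMSO with dimerizer and 100% = rapamycin at 8.4 µM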
# p97 ATPase inh = inhibitors of human p97 ATPase, primary screen, biochemical. recombinant p97 ATPase, Kinase-Glo ATP luminescence, 3 h. Transitional endoplasmic reticulum ATPase (Homo sapiens), P55072. 0.42% of 220,000 active. inhibition, % at 8 µM; in the data active means inhibition above about 15%;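 further: 0% = DMSO vehicle and 100% = wells lacking enzyme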
# FXIa inh 1536 = human FXIa protease inhibitors, primary screen, biochemical, 1536-well; Coagulation factor XI (Homo sapiens), P03951; purified FXIa, Boc-Glu-Ala-Arg-AMC fluorogenic substrate; inhibition, % at 5 µM; 0.14% of 220,000 active;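 active means inhibition of at least 40%; inactive means inhibition below 40%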;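 further: fluorescence of freed AMC excited at 355 nm; 0% = enzyme without compound and 100% = no enzyme blank; many of its hits are not listed in these tables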
# FXIIa inh = human FXIIa protease inhibitors, primary screen, biochemical, 1536-well; inhibition, % at 5 µM; purified FXIIa, Boc-QGR-AMC fluorogenic substrate, 2 h; Coagulation factor XII (Homo sapiens), P00748; 0.3% of 220,000 active; AID 800, 2007; in the data active means inhibition above about 40%;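 further: 0% = enzyme with no compound and 100% = blank without enzyme; many of its hits are not listed in these tables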
# Numbers without * were called inactive; / = not tested or not shown; [ ] = dose if it differs, or a comment. Random draw from the library; about 4.4% have a hit in one of these screens.
smiles	FXIa inh 1536	hK5 inh	KCC2 mod	p97 ATPase inh	Furin inhibitor	Wee1 stabilizer	FXIIa inh	PERK inhibitor	Thrombin inh
O=C(CSC(=S)N1CCCC1)c1cc(Br)cc(Br)c1O	-1	-1	1.1	8	-4	1	5	1.4	1
COc1cc(C(=O)N2CCN(c3ccccc3OC)CC2)c([N+](=O)[O-])cc1OC	-2	-3	-0.11	-1	-14	-2	6	1.2	1
O=C(CC1S/C(=N/N=C/c2c[nH]c3ccc(OCc4ccccc4)cc23)NC1=O)Nc1ccccc1 (centres undefined)	-1	-8	0.19	-3	13	8.9*	6	1.4	1
Cn1c(=O)c2c(ncn2CC(=O)Nc2nccs2)n(C)c1=O	-1	2	/	0	-4	6	9	0.5	-1
Fc1ccc(CNc2nc(-c3ccco3)cc(C(F)(F)F)n2)cc1	3	-8	/	3	-8	1	7	0.4	4
NC(=O)CSc1nc2ccc([N+](=O)[O-])cc2[nH]1	1	-12	-0.47	-2	-11	-2	8	0.7	3
Cc1ccc(NC2=NC(c3ccccc3)n3c(nc(C)cc3=O)N2)cc1 (centres undefined)	-13	-14	-0.0081	3	-12[20 µM]	1	-8	-0.2	2
CN(C)C(CNC(=O)c1cccc(S(=O)(=O)N2CC3(C)CC2CC(C)(C)C3)c1)c1ccco1 (centres undefined)	-6	1	-0.0049	0	-32	0	-1	-0.5	-5
Cc1c(Cl)cccc1NC(=S)N/N=C/c1ccccc1Cl	6	6	1.1	4	-10	0	4	0.0	4
Cc1cccc(CN2CCN(CC(=O)N3CCCC3)C2=O)c1	43*	-17	-0.0012	-6	-17[20 µM]	-1	8	-0.7	3
COc1nccnc1NS(=O)(=O)c1ccc(N=Cc2c(C)[nH]n(-c3ccc(Cl)cc3)c2=O)cc1	-3	5	-0.69	-8	1	2	16	0.3	-4
CCCN1CNc2c(c(=O)[nH]c(=S)n2-c2ccccc2Cl)C1	-3	-1	-0.25	8	-29	-3	4	1.3	-8
CC(=O)c1cccc(NC(=O)C2CCN(S(=O)(=O)c3cccs3)CC2)c1	2	-4	0.61	2	-19[20 µM]	-1	8	0.6	-4
N#C[C@@H]1[C@@H]2C(=O)N(c3ccc4c(c3)OCCO4)C(=O)[C@@H]2C2c3ccccc3C=CN21 (some centres undefined)	9	11	0.086	5	-19[20 µM]	-2	10	-0.5	5
CC(=O)c1ccc(N2CC(C)(C)C2=O)cc1	8	4	-0.023	-1	-18	-1	11	0.0	-6
COC(=O)CSc1nc(N)c(C#N)c(CC(C)C)c1C#N	-2	-12	-0.088	0	-9	-3	0	0.1	-2
COc1ccc(C)cc1NC(=O)CSc1nnc(CC(=O)Nc2ccccc2C)n1C	2	-2	-1	5	-23[20 µM]	-1	15	-0.2	2
O=C(O)c1cc(N/N=C/c2cccnc2)ccc1Cl	22	-4	0.42	6	-6	-1	6	0.7	-1
c1ccc(OCCN2CCN(Cc3nc(-c4ccc5c(c4)OCO5)no3)CC2)cc1	-1	/	/	-3	-31	-2	6	-0.3	-2
O=C(Oc1ccc(N(C(=O)c2ccncc2)S(=O)(=O)c2ccc(F)cc2)cc1)c1ccncc1	3	/	0.13	2	0	-1	11	0.6	9
CCOC(=O)N1CCN(C(=O)Nc2ccc(NC(=O)N3CCN(C(=O)OCC)CC3)cc2)CC1	-2	2	/	3	-27	1	7	1.1	-14
N#CC(C#N)=C1C=CC=CN1/C(=C\c1ccco1)C(=O)c1ccc(Br)cc1	-4	0	0.82	3	-22	-1	8	-1.0	-5
CC(Cc1ccccc1)NC(=O)C1(c2ccccc2)CCOCC1 (centres undefined)	5	4	0.39	0	-9[20 µM]	-1	18	-0.6	1
COc1cc2c(cc1OC)C(CC#N)=NC(C)(C)C2	-1	-24	0.28	-3	-13[20 µM]	2	1	-1.0	-2
COc1ccc(C(=O)/C(=C/O)N=Nc2ccc(F)cc2)cc1	-4	-15	-0.091	-1	-7	6	8	0.5	-16
CCCc1nnc(NC(=O)c2cccc(OC)c2)s1	2	-9	/	3	-15	3	19	0.5	-7
COc1ccccc1NS(=O)(=O)c1cc(NC(=O)c2ccc(=O)[nH]c2)ccc1N1CCOCC1	-3	-16	0.06	2	-19	1	4	-0.4	-8
Cc1cccc(-n2c(N)cc(=O)[nH]c2=S)c1	4	1	-1.1	-2	-28	-1	21	-0.6	5
CCOC(=O)C1(CCOC)CCN(C(=O)c2ccccc2-c2cccc(C)c2)CC1	3	5	-1.2	-9	-2	-2	8	-0.2	-9
N#Cc1c(/N=C/c2ccco2)oc(-c2ccccc2)c1-c1ccccc1	-1	-32	-1.1	1	-40	-3	3	-1.0	-3
CC1(NC(=O)NCc2ccccc2)CCS(=O)(=O)C1 (centres undefined)	-4	1	0.029	-1	-18	-1	6	0.2	-10
Cc1cc(O)c(/C=N/c2ccccn2)c(=O)o1	-8	-17	-0.86	5	-10	1	3	1.4	0
CCn1ccnc1CN1CCN(CCC(C)C)C(CCO)C1 (centres undefined)	-2	2	0.15	4	-22	-1	6	0.7	-2
Cc1nn(C(=O)c2cccnc2)c(C)c1Sc1ccccc1	9	-5	-1.2	0	-24	-1	9	1.2	2
COCCCN(C(=S)NC(=O)c1ccc(C(C)(C)C)cc1)c1c(N)n(Cc2ccccc2)c(=O)[nH]c1=O	13	-15	-0.52	12	-18	-1	13	0.2	1
CC(C)(C)C(=O)NNC(=O)CCCOc1ccc(Cl)cc1Cl	4	-7	-0.21	2	-16[20 µM]	0	18	0.8	1
CC(C)N(Cc1nc(-c2ccc(Cl)cc2)no1)Cc1nccn1C	-6	-22	0.0042	1	-21	-3	6	-0.1	-5
Cc1cc(NC(=O)CN2C(=O)CCSc3ccccc32)no1	-1	-9	-1.1	-4	-13	0	-1	1.1	-1
COc1cccc(-c2nc(NC(C)(C)C)c3ccccc3n2)c1O	7	-10	0.39	3	-20	-2	17	0.1	-1
CC1CN(c2ccccc2)C(=O)CS1 (centres undefined)	0	-4	0.17	3	-14[20 µM]	0	16	0.0	0
Cn1c(=O)c2c(nc(SCc3nc(N)nc(N4CCCCC4)n3)n2C)n(C)c1=O	11	-10	0.5	4	-24	3	11	0.5	3
CCOc1ccccc1NC(=O)c1ccc(S(=O)(=O)N(C)C)cc1	0	-5	0.17	2	-14[20 µM]	-2	3	-0.3	3
Cc1ccc(NC(=O)C(C)c2ccc([N+](=O)[O-])cc2)cc1Cl (centres undefined)	18	-6	0.0015	1	-12	-3	25	-0.3	-9
COc1ccc(OC)c2[nH]c(=O)c(CCNC(=O)c3cccs3)cc12	-4	-6	-1.6	4	-26	-2	0	0.3	0
COc1cccc(/C=N/N2C(=O)CSC2=S)c1O	8	-80	3.5*	6	-6	-2	13	-0.5	-2
Cc1nc(Oc2ccccc2)c2ccccc2n1	2	-16	-0.13	-3	6	-2	6	0.4	-5
CN(C)c1ccc(/C=C(\C#N)C(=O)c2ccccc2)cc1	10	3	-0.69	-2	-13	9.3*	13	1.5	-6
Fc1ccc(-c2csc3ncnc(Cl)c23)cc1	3	-4	-1.6	7	-5	0	11	2.2	0
CCC(=O)Nc1ccc(N2CCN(S(C)(=O)=O)CC2)cc1	-8	-14	-0.47	-4	0	-2	-3	0.1	-13
O=C(c1cccc(F)c1)N1CCN(C2CCCCC2)CC1	-11	-8	-0.35	1	-7[20 µM]	-2	10	0.2	-1

# More entries.
smiles	FXIa inh 1536	hK5 inh	KCC2 mod	p97 ATPase inh	Furin inhibitor	Wee1 stabilizer	FXIIa inh	PERK inhibitor	Thrombin inh
Cc1ccc(S(=O)(=O)N2CCOCC2)cc1C(=O)N1CCOCC1	2	-9	0.023	1	-8[20 µM]	-2	16	0.1	-7
Cn1c(=O)c2c(ncn2CC(=O)OCc2ccccc2)n(C)c1=O	-27	3	0.0074	-2	-27	1	7	0.0	-3
CC(=O)Nc1ccc(NC(=S)NC(=O)c2ccc([N+](=O)[O-])cc2)cc1	-2	-9	0.54	1	-11	-2	6	0.7	-3
Cc1ccc(NS(=O)(=O)c2cc(NC(=O)C(C)Oc3ccccc3)ccc2C)c(C)c1 (centres undefined)	4	-19	-0.59	4	-12	2	4	-0.6	-12
O=C(Cn1cc(C(=O)c2cccs2)c2ccccc21)NCc1ccc2c(c1)OCO2	7	3	/	1	-18	1	17	0.8	4
CC(C)Cn1c(-c2cc([N+](=O)[O-])ccc2Cl)nc2c1c(=O)[nH]c(=O)n2Cc1ccccc1	2	-4	-0.95	3	-16	-1	15	-0.2	-7
CCCCNC(=O)C1=C(N)C(C(=O)Nc2ccc(C)c(S(=O)(=O)N3CCCCC3)c2)SC1=Nc1ccc(C)cc1C (centres undefined)	1	-5	-0.0041	4	-13[20 µM]	-2	10	0.9	2
O=C(CSc1nnc(-c2cccnc2)n1-c1ccc(SC(F)F)cc1)N1CCCc2ccccc21	6	-25	-1.2	1	-11	7	12	-0.7	-3
CCN1C(=O)C(CC(=O)Nc2ccc(OC)cc2)N(CCc2ccc(F)cc2)C1=S (centres undefined)	-2	-23	-0.049	2	-27	7	-8	0.7	-2

# Single records, from the list above. Values in the order: FXIa inh 1536 | hK5 inh | KCC2 mod | p97 ATPase inh | Furin inhibitor | Wee1 stabilizer | FXIIa inh | PERK inhibitor | Thrombin inh
# Shown for CCN1C(=O)C(CC(=O)Nc2ccc(OC)cc2)N(CCc2ccc(F)cc2)C1=S (centres undefined) : -2 | -23 | -0.049 | 2 | -27 | 7 | -8 | 0.7 | -2
# Shown for CC(C)Cn1c(-c2cc([N+](=O)[O-])ccc2Cl)nc2c1c(=O)[nH]c(=O)n2Cc1ccccc1 : 2 | -4 | -0.95 | 3 | -16 | -1 | 15 | -0.2 | -7
# Shown for Cc1ccc(NS(=O)(=O)c2cc(NC(=O)C(C)Oc3ccccc3)ccc2C)c(C)c1 (centres undefined) : 4 | -19 | -0.59 | 4 | -12 | 2 | 4 | -0.6 | -12
# Shown for O=C(Cn1cc(C(=O)c2cccs2)c2ccccc21)NCc1ccc2c(c1)OCO2 : 7 | 3 | / | 1 | -18 | 1 | 17 | 0.8 | 4
# Shown for CCCCNC(=O)C1=C(N)C(C(=O)Nc2ccc(C)c(S(=O)(=O)N3CCCCC3)c2)SC1=Nc1ccc(C)cc1C (centres undefined) : 1 | -5 | -0.0041 | 4 | -13[20 µM] | -2 | 10 | 0.9 | 2
